# Bioassay records: PubChem, National Center for Advancing Translational Sciences (NCATS)
# Vif-A3F inh = inhibitors of Vif-A3F interaction; HeLa A3F-eYFP + Vif (tagged APOBEC3F with the HIV-1 protein that degrades it), YFP fluorescence increase; Potency, µM (doses to about 46.1 µM), for the others: at the top dose activity, negative = active; 390,000 tested, 0.2% active; note: potency is the fitted concentration of half-maximal effect; % of control where 0% means no effect; nearly all actives have a fitted effect of over 65% in size
#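 HeLa cells stably expressing Vif plus C-terminally eYFP-tagged A3F were seeded, incubated overnight at 37 deg C, dosed with compound, incubated overnight again at 37 deg C. Yellow fluorescence (Ex 488/Em 500-530) reported blocked Vif-mediated A3F-eYFP degradation.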
# USP1-UAF1 inh = inhibitors of human USP1/UAF1 deubiquitinase. O94782. recombinant USP1/UAF1, Ub-Rhodamine cleavage fluorescence. Potency, µM (doses to about 57.1 µM), for the others: at the highest dose activity change, negative = inhibition, actives largely listed as inhibitors. 390,000 tested, 0.23% active; note: potency is the fitted concentration of half-maximal effect; % is set by controls: 0 for no effect and ±100 for the full control effect; nearly all actives have a fitted effect of over 60% in size; inactives centre near -12
#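 1 nM enzyme complex + cpd, 15 min RT; start with Ub-Rho 150nM final; kinetic fluorescence ex 480/em 540, 6 reads q60 s. Buffer 50mM HEPES pH 7.8, 0.5mM EDTA, 0.1 mg/ml BSA, 1mM TCEP, 0.01% Tween-20.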
# Vif-APOBEC3G blk = inhibitors of Vif-APOBEC3G interaction. 410,000 tested, 0.076% active. AID 602310. HeLa A3G-eYFP + Vif (tagged APOBEC3G with the HIV-1 protein that degrades it), YFP fluorescence, overnight. Potency, µM (highest dose often 46.1 µM), without a hit: at the highest dose activity, negative = active, actives largely listed as inhibitors. Q9HC16;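 note: potency is the fitted concentration of half-maximal effect; % is set by controls: 0 for no effect and ±100 for the full control effect; nearly all actives have a fitted effect of over 60% in size; hits raise eYFP signal because A3G escapes Vif-driven loss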
#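 HeLa cells stably expressing Vif and C-terminally eYFP-tagged A3G, seeded overnight at 37 deg C, then exposed to compound by pintool overnight at 37 deg C. Rise in yellow fluorescence (Ex 488/Em 500-530, Acumen) marks blocked Vif-driven A3G degradation.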
# TrxR1 substrate = is turned over as a substrate by rat TrxR1; Potency, µM (top dose mostly 114 µM), inactives show top-dose activity change, negative = substrate turnover; 390,000 tested, 0.01% active; purified TrxR1 substrate turnover, NADPH consumption readout; AID 588456; note: potency is the fitted concentration of half-maximal effect; % is set by controls: 0 for no effect and ±100 for the full control effect; nearly all actives have a fitted effect of over 50% in size
# Target sequence (O89049 whole entry, looked up): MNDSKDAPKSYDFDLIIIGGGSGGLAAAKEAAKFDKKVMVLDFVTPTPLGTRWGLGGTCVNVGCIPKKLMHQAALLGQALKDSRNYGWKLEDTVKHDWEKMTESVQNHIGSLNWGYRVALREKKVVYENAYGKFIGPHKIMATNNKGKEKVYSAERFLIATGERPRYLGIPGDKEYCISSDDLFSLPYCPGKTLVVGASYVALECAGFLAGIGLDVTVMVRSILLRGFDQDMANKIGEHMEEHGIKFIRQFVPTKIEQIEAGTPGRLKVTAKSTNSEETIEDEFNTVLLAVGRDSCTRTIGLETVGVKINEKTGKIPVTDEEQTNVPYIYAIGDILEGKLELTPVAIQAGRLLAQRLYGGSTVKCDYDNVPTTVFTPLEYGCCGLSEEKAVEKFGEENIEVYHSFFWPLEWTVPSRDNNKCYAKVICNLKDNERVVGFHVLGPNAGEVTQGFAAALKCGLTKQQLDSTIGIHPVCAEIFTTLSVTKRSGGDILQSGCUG
#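 Rat TrxR1, dispensed at 90 nM, was prereduced with 400 uM NADPH (final) for 5 min at ~22 deg C, then incubated with compound 15 min before 400 uM selenite. A first-read NADPH fluorescence drop versus no-compound background flagged substrates.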
# GRP78 ERSR act = induces the endoplasmic reticulum stress response in human glioma cells; U87-MG GRP78 promoter luciferase reporter, 16 h; Potency, µM, for inactives: at the top dose activation, actives largely listed as activators; 420,000 tested, 0.02% active; note: potency is the fitted concentration of half-maximal effect; series mostly up to about 76 µM; % of control where 0% means no effect; nearly all actives have a fitted effect of over 35% in size
#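 Stably transfected U87-MG human glioma cells carrying a GRP78-based luminescent sensor were seeded at 1000 cells/well, pin-dosed with compounds and incubated 16 h. Luciferase reagent was then added, and end-point luminescence was read after 10 min at room temperature.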
# RXFP1 ag = RXFP1 (human) receptor agonism. Potency, µM (series often up to 57.5 µM), for the others: top-dose activation, hits mostly activators. 370,000 tested, 0.3% active. HEK293T-RXFP1 cAMP TR-FRET, 30 min; response scale: percent of porcine relaxin response, buffer zero; note: potency is the fitted concentration of half-maximal effect; % is set by controls: 0 for no effect and ±100 for the full control effect; nearly all actives have a fitted effect of over 60% in size; many of its hits are not listed in these tables
#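 HEK293T cells stably expressing RXFP1 were pretreated with the PDE4 inhibitor Ro 20174, exposed to compounds for 30 min at 37C, lysed, and cAMP was read by TR-FRET. Data normalized to buffer (basal) and 29 nM porcine relaxin (100%).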
# mIDH1 inhibitor = inhibitors of human mutant IDH1 R132H; O75874; IDH1-R132H enzyme, NADPH consumption, diaphorase/resazurin fluorescence; Potency, µM (doses to about 76.6 µM), for the others: at the highest dose activity change, negative = inhibition, most hits filed as inhibitors; 390,000 tested, 0.093% active; AID 602179; note: potency is the fitted concentration of half-maximal effect; % is set by controls: 0 for no effect and ±100 for the full control effect; nearly all actives have a fitted effect of over 65% in size
#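 IDH1-R132H (0.5 ug/mL dispensed) in pH 7.5 Tris buffer was preincubated 30 min with compound, then given a substrate mix of 0.016 mM NADPH and 2 mM alpha-KG for 80 min at room temperature; remaining NADPH was read by diaphorase/resazurin fluorescence.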
# LDHA inh = inhibitors of human lactate dehydrogenase A; purified LDHA, NADH/diaphorase-resazurin fluorescence; stronger effect = lower value; 480,000 tested, 0.15% active; P00338; activity change, % (values are at about 110 or 230 µM); in the data active = activity change below about -30%; inconclusive = mostly about -25% to -30%;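 note: plate controls were DMSO wells for no effect and wells without enzyme for full effect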
#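 Resorufin fluorescence (ex540/em590), read at 0 and 20 min after diaphorase/resazurin addition, reports the NADH left after a 5 min room-temperature reaction of 2 nM human LDH5 with 0.06 mM NADH and 0.2 mM pyruvate.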
# PI4K2A block = inhibitors of human PI4K2A | 420,000 tested, 0.13% active | AID 1346378 | purified PI4K2A, ADP-Glo luminescence, 1 h; stronger effect = lower value | activity change, negative = inhibition, % at 76.9 µM; in the data active = activity change below about -50%; inconclusive = mostly about -30% to -49%;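 note: -100% = wells without enzyme as full effect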
# Target sequence (Q9BTU6 whole entry, looked up): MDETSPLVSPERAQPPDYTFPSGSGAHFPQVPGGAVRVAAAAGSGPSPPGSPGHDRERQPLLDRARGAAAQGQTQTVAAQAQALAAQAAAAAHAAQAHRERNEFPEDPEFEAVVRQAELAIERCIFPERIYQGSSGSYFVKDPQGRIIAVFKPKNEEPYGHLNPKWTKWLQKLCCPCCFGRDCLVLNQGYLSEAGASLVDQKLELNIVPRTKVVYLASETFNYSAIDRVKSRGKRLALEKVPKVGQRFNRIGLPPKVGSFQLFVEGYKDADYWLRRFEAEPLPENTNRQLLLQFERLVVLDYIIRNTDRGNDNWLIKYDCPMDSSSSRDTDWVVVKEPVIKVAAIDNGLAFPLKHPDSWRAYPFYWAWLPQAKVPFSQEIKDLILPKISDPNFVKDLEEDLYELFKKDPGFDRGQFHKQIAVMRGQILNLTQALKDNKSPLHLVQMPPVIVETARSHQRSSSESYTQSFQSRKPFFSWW
#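 In this quantitative HTS, ADP production by PI4K2A was quantified luminescently after 1 h at ambient temperature; 100 microM adenosine served as plate-quality control.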
# * hit, by the source's call; ? = inconclusive; . = not tested or not shown; & = joins results of further samples; [ ] = remark or other dose. Unless noted, calls come from the whole dose curve; as a rule, active = well fitted curve in the direction sought with a large enough effect; inconclusive = small, poorly fitted or top-dose-only effect, or another doubt; inactive = no such curve, though single readings can be large; an effect the other way counts as inactive or inconclusive. These rows are one share of the data. The share of hits here may be higher or lower than overall.
# Codes – A = Vif-A3F inh; B = USP1-UAF1 inh; C = Vif-APOBEC3G blk; D = TrxR1 substrate; E = GRP78 ERSR act; F = RXFP1 ag; G = mIDH1 inhibitor; H = LDHA inh; I = PI4K2A block
SMILES: CCN(C(=O)CSc1nnnn1-c1ccccc1OC)C1CCS(=O)(=O)C1 (stereo not drawn)
  A = 6%; B = -5%; C = 0%; D = -5%; E = -2%; F = -0.1%; G = -1%; H = 3; I = 1
SMILES: COc1ccc(C(C)=O)cc1Cn1c(=O)cc(C)[nH]c1=O
  A = 4%; B = -20%; C = 0%; D = 1%[57.1 µM]; E = 1%; F = 1.8%; G = -6%; H = -3; I = -2
SMILES: COc1ccc(-c2cc(=O)c3c(C)cc(O)cc3o2)cc1
  A = 4%; B = -5%; C = -3%; D = 13%[57.1 µM]; E = 5%; F = .; G = 1%; H = -6; I = ?
SMILES: CCN1CCN(c2nnc(-c3ccc(F)cc3)c3ccccc23)CC1
  A = 2%; B = -24%; C = -1%; D = 2%; E = -5%; F = 0.5%; G = -7%; H = -4; I = 11
SMILES: COc1cc(C(=O)NCC(=O)N/N=C/c2ccc(-c3cccc([N+](=O)[O-])c3)o2)cc(OC)c1OC
  A = 3%; B = -10%; C = -11%; D = -9%[57.1 µM]; E = -2%; F = -0.7%; G = 0%; H = -1; I = 4
SMILES: S=C1NCCNC(=S)NCCOCCN1
  A = 0%; B = -11%; C = 1%; D = 3%; E = -3%; F = -0.2%; G = 0%; H = -11; I = -1
SMILES: CC1CCN(C(=O)COC(=O)c2c[nH]c3ccccc23)CC1
  A = -1%; B = -12%; C = 2%; D = 3%; E = 1%; F = 1.5%; G = 9%; H = -9; I = -6
SMILES: O=C(NC(c1ccc(-c2ccccc2)cc1)c1cnccn1)C1CCN(Cc2ccc(Oc3ccccc3)cc2)CC1 (stereo not drawn)
  A = .; B = .; C = -9%; D = .; E = -5%; F = .; G = .; H = 1; I = -5
SMILES: COc1ccc(-c2[nH]c3ccccc3c2SCCNC(=O)c2ccc(S(=O)(=O)N(C)C)cc2)cc1
  A = 2%; B = -20%; C = -2%; D = 2%; E = -2%; F = -3.7%; G = -9%; H = -4; I = 0
SMILES: CN1CCN(CCNC(=O)c2cn(Cc3ccccc3F)nn2)CC1
  A = -23%; B = -22%; C = 1%; D = 4%; E = -2%; F = 0.9%; G = 10%; H = -1; I = 2
SMILES: Cc1ccc(-n2nc3c(c2NC(=O)CC(C)C)CS(=O)(=O)C3)c(C)c1
  A = 1%; B = -5%; C = -1%; D = 3%; E = -3%; F = 0.0%; G = 13%; H = 0; I = -6
SMILES: COc1ccc(C2=NOC(C(=O)Nc3c(C)n(C)n(-c4ccccc4)c3=O)C2)cc1 (stereo not drawn)
  A = -9%; B = ?; C = -2%; D = 4%; E = -4%; F = -0.2%; G = 0%; H = -1; I = -6
SMILES: CCOCCCn1c(=S)[nH]c2cc(C(=O)NCCc3ccc(OC)c(OC)c3)ccc2c1=O
  A = 4%; B = ?; C = 0%; D = 3%; E = -6%; F = 11%; G = 8%; H = 0; I = -2
SMILES: Clc1ccccc1Cn1c(/C=C/c2ccco2)nc2ccccc21
  A = ?; B = -7%; C = 10µM*; D = -1%; E = -3%; F = 1.5%; G = 3%; H = -2; I = -9
SMILES: Cn1c(CN2CCCC2)nc2cc(NS(=O)(=O)c3ccc(Cl)cc3)ccc21
  A = -3%; B = 9%; C = -5%; D = -10%; E = 2%; F = 0.5%; G = -5%; H = -3; I = -13
SMILES: COc1ccccc1C(=O)Nc1ccccc1SCc1cc(=O)c2ccccc2[nH]1
  A = 0%; B = -19%; C = 1%; D = 2%[57.1 µM]; E = -4%; F = ?; G = 8%; H = 5; I = 3
SMILES: Cc1ccc2cc(CCNC(=O)C(C)C)c(=O)[nH]c2c1C
  A = -5%; B = -7%; C = -3%; D = 2%; E = -3%; F = 1.1%; G = -1%; H = -3; I = 1
SMILES: Cc1c(Cl)cccc1NC(=S)NC(=O)CCN1C(=O)c2ccccc2C1=O
  A = -1%; B = -14%; C = 0%; D = -15%; E = 13%; F = -0.2%; G = 4%; H = -2; I = 4
SMILES: Cc1ccc(N(C(=O)c2csnn2)C(C(=O)NC(C)(C)C)c2ccncc2)cc1 (stereo not drawn)
  A = -13%; B = -21%; C = 0%; D = 11%; E = 3%; F = 0.4%; G = 6%; H = 2; I = 0
SMILES: Cc1ccc(-c2n[nH]c(=S)n2Cc2ccccc2)cc1
  A = -17%; B = -8%; C = 0%; D = 10%[57.1 µM]; E = -4%; F = 0.2%; G = 5%; H = -12; I = 1
SMILES: CCN(C[C@H]1N[C@@](Cc2ccccc2)(C(=O)OC)[C@H]2C(=O)N(C)C(=O)[C@@H]12)S(=O)(=O)c1ccccc1
  A = -3%; B = -5%; C = -5%; D = 5%; E = -2%; F = .; G = -3%; H = 0; I = -1
SMILES: COc1ccc(-n2nc(C(=O)NCC(=O)N3CCN(c4ccccc4OC)CC3)c3ccccc3c2=O)cc1OC
  A = 11%; B = -13%; C = -12%; D = 12%[0.0914 µM]; E = 1%; F = -0.3%; G = -2%; H = -3; I = -1
SMILES: COc1ccc(CNCc2c(O)c(Cl)cc3c(C)c(C)c(=O)oc23)c(OC)c1
  A = 5%; B = -21%; C = 0%; D = 488%[activator][57.1 µM]; E = -1%; F = 20%; G = 14%; H = -2; I = -5
SMILES: CCN1CCN(C(=O)Cn2ncc3c2-c2ccccc2OC3)CC1
  A = 2%; B = -16%; C = 0%; D = -10%; E = -3%; F = 0.0%; G = 15%; H = 1; I = -2
SMILES: O=C(Nc1ccc(-c2nnn(CC(=O)N3CCN(C(=O)c4ccco4)CC3)n2)cc1)c1ccc(F)cc1
  A = 2%; B = -10%; C = 0%; D = 1%; E = -1%; F = 3.0%; G = -10%; H = -9; I = 3
SMILES: O=c1[nH]c(CSc2nnc(COc3ccccc3)n2-c2ccccc2)nc2ccccc12
  A = -9%; B = -16%; C = -10%; D = 5%; E = 3%; F = 2.0%; G = 0%; H = -2; I = 4
SMILES: CC(C)Oc1ccc(C(CC(=O)O)NC(=O)CSc2ncn[nH]2)cc1 (stereo not drawn)
  A = -3%; B = -4%; C = -4%; D = 3%[57.1 µM]; E = 1%; F = -0.5%; G = 12%; H = -4; I = 0
SMILES: Cc1ccc2nc(Cl)c3cc(C(=O)NC4CCC(C)CC4)sc3c2c1 (stereo not drawn)
  A = 8%; B = -9%; C = -7%; D = 8%; E = -3%; F = 2.6%; G = -11%; H = -8; I = -1
SMILES: CCCCN(C(=O)C1CC(=O)N(c2ccc(CC)cc2)C1)c1c(N)n(CCC)c(=O)[nH]c1=O (stereo not drawn)
  A = 2%; B = -10%; C = -3%; D = 1%; E = -2%; F = 0.8%; G = 2%; H = 5; I = 0
SMILES: COc1ccc(C2C(C#N)=C(N)Oc3n[nH]c(C)c32)cc1Cn1nnc2ccccc21 (stereo not drawn)
  A = -4%; B = -8%; C = 0%; D = 5%; E = 2%; F = 1.7%; G = -11%; H = -2; I = -1
SMILES: CCCS(=O)(=O)c1c(S(=O)(=O)CCC)c2c(C)cccn2c1C(=O)N/N=C/c1cc(O)cc(O)c1
  A = 0%; B = -7%; C = ?; D = -12%; E = -2%; F = -2.1%; G = -4%; H = 6; I = 3
SMILES: NS(=O)(=O)c1ccc(Nc2ncccc2[N+](=O)[O-])cc1
  A = -12%; B = 1%; C = -1%; D = -4%; E = 1%; F = 0.6%; G = 0%; H = -3; I = -3
SMILES: CN(Cc1cnn(-c2ccccc2)c1)C(=O)c1ccc(S(=O)(=O)NCc2ccco2)cc1
  A = -1%; B = -19%; C = 2%; D = .; E = -6%; F = .; G = 9%; H = 1; I = -1
SMILES: CCSC1=N/C(=C\c2ccccc2)C(=O)N1
  A = 2%; B = -13%; C = -4%; D = -8%; E = 3%; F = 1.6%; G = 1%; H = -1; I = 7
SMILES: O=C(CC1CCCC1)NCCS(=O)(=O)N1CCN(c2ccccc2F)CC1
  A = 4%; B = -25%; C = -2%; D = -4%[57.1 µM]; E = -5%; F = 0.7%; G = -1%; H = -1; I = 2
SMILES: CCCCC(=O)Nc1ccc(NC(=O)c2ccc3c(c2)OCO3)cc1OC
  A = 2%; B = -11%; C = 2%; D = -7%; E = 1%; F = 0.0%; G = 0%; H = -11; I = 0
SMILES: COc1cc(-c2noc(C)c2C#CCO)cc(OC)c1OC
  A = 2%; B = 18%; C = 2%&-9%; D = -5%&3%; E = -4%&-1%; F = -0.3%; G = 2%; H = 0; I = 2
SMILES: CCOc1ccc(CNC(=O)C2CCN(S(=O)(=O)N3CCC(C)CC3)CC2)cc1OC
  A = 9%&-2%; B = -4%&-22%; C = -1%&0%; D = 0%[57.1 µM]; E = 1%&-2%; F = -0.3%; G = -13%&4%; H = 6&-2&-4; I = 1&-3

# Some entries already given, limited to mIDH1 inhibitor, PI4K2A block and Vif-APOBEC3G blk:
mol | mIDH1 inhibitor | PI4K2A block | Vif-APOBEC3G blk
CCSC1=N/C(=C\c2ccccc2)C(=O)N1 | 1% | 7 | -4%
O=C(CC1CCCC1)NCCS(=O)(=O)N1CCN(c2ccccc2F)CC1 | -1% | 2 | -2%
CCCCC(=O)Nc1ccc(NC(=O)c2ccc3c(c2)OCO3)cc1OC | 0% | 0 | 2%
